PERK inhibitor: block of dimerizer-induced PERK translation repression, primary screen, PERK inhibitor project, CHO PERK-DD cells, SEAP luminescence, HTS; CHO PERK-DD fusion, SEAP luminescence translation reporter; inhibition, % at 5.6 µM; 220,000 tested, 0.17% active;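 active means inhibition above the mean inhibition of all tested compounds plus 3 SD, set separately per screening campaign, cut at about 2.9% in these data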;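 further: PERK kinase domain activated by AP20187 dimerizer at 100 nM; 0% = DMSO with dimerizer and 100% = rapamycin at 8.4 µM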
FXIa inh: human FXIa protease inhibitors, primary screen, biochemical, 1536-well; Coagulation factor XI (Homo sapiens), P03951; purified FXIa, Boc-Glu-Ala-Arg-AMC fluorogenic substrate; inhibition, % at 5 µM; 220,000 tested, 0.14% active; AID 798, 2007;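 active means inhibition of at least 40%; inactive means inhibition below 40%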;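 further: fluorescence of freed AMC excited at 355 nm; 0% = enzyme without compound and 100% = no enzyme blank; many of its hits are not listed in these tables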
FXIIa inh 1536: human FXIIa protease inhibitors, primary screen, biochemical, 1536-well; AID 800, 2007; purified FXIIa, Boc-QGR-AMC fluorogenic substrate, 2 h; Coagulation factor XII (Homo sapiens), P00748; 220,000 tested, 0.3% active; inhibition, % at 5 µM; in the data active means inhibition above about 40%;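 further: 0% = enzyme with no compound and 100% = blank without enzyme; many of its hits are not listed in these tables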
KLK5 inh: human KLK5 protease inhibitors, primary screen, biochemical, 1536-well | Kallikrein-5 (Homo sapiens), Q9Y337 | recombinant hK5, fluorogenic AMC substrate cleavage | inhibition, % at 5 µM | 210,000 tested, 0.59% active | AID 873, 2007;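 active means inhibition of 40% or more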;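 further: 0% = enzyme controls without compound and 100% = no-enzyme blanks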
Target sequence (Q9Y337 67-293 limits assumed): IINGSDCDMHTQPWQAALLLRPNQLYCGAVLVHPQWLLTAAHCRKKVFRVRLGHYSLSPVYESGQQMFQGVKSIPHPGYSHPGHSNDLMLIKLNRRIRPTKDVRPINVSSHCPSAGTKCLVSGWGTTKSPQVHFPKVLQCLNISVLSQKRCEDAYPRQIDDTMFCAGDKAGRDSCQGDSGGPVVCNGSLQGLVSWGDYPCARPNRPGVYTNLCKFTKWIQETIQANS
p97 inhibitor: inhibitors of human p97 ATPase, primary screen, biochemical; Transitional endoplasmic reticulum ATPase (Homo sapiens), P55072; recombinant p97 ATPase, Kinase-Glo ATP luminescence, 3 h; inhibition, % at 8 µM; 220,000 tested, 0.42% active; in the data active means inhibition above about 15%;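 further: 0% = DMSO vehicle and 100% = wells lacking enzyme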
thrombin 1536: human alpha-thrombin inhibitors, primary screen, counter-screen for coagulation protease inhibitor project, biochemical, 1536-well, fluorogenic AMC substrate; inhibition, % at 5 µM; 220,000 tested, 0.26% active; Prothrombin (Homo sapiens), P00734; AID 1046, 2008; Boc-VPR-AMC fluorogenic substrate cleavage;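 active means inhibition at or above 40%; inactive means inhibition below 40%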;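 further: 0% = enzyme with no compound and 100% = wells without enzyme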
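System – human alpha-thrombin · Medium – pH 7.5 Tris (50 mM) with NaCl 150 mM, Tween 20 0.05% · Compound – single-point dosing at 5 µM, 0.2% DMSO · Incubation – enzyme reaction carried out at room temperature · Technique – fluorescence of released AMC, ex 355 nm, em 460 nm · Read-out basis – % inhibition of thrombin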
Wee1 degr inh: Wee1 degradation inhibitors, primary screen, cell-based, HeLa, Wee1K328M-luciferase, luminescence; 220,000 tested, 1.2% active; AID 1321, 2008; reporter increase, % at 5 µM; Wee1-like protein kinase (Homo sapiens), P30291; HeLa Luc-Wee1K328M stability; 100% = proteasome inhibitor MG132 effect;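 active means activation above the mean of all tested compounds plus 3 SD, set per screening run, cut at about 8.8% in these data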;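 further: cells exposed to compound for 20 h before luminescence read; 0% = DMSO alone and 100% = MG132 at 30 µM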
Target sequence (P30291 whole entry K328M): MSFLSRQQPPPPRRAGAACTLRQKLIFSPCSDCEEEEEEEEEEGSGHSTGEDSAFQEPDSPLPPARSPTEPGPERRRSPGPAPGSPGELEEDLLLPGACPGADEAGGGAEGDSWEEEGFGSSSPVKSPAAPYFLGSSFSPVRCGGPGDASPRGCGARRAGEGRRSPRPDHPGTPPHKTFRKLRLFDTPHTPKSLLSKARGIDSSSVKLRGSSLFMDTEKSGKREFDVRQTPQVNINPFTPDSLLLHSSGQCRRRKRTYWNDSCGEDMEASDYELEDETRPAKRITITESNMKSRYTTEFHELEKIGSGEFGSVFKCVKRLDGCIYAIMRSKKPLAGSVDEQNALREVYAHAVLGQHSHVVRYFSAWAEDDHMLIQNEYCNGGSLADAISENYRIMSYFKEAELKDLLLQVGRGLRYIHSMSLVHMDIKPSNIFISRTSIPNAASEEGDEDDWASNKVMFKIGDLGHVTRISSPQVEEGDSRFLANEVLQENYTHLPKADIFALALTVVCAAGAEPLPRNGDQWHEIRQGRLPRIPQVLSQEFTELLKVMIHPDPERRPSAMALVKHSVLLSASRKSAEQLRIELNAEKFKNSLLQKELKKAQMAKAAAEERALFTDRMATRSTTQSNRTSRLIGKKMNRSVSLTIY
Furin inhibitor: human furin inhibitors, primary screen, biochemical, fluorescence intensity; P09958; purified furin, fluorogenic substrate cleavage; inhibition, % at 30 µM; 220,000 tested, 0.061% active; AID 463115, 2010; in the data active means inhibition above about 25%; further: inactives centre near -15
KCC2 mod: KCC2 cotransporter modulators, thallium flux, primary screen, cell-based, HEK293 KCC2, FluoZin-2 fluorescence, MLSMR; Solute carrier family 12 member 5 (Homo sapiens), Q9H2X9; KCC2 cells, thallium flux FluoZin-2 fluorescence; B-score of Tl+ flux slope (higher = more flux/activation; lower = inhibition) at 10 µM; 190,000 tested, 2.2% active;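 active means thallium flux slope and its plate-corrected score both differing from the plate sample mean at a set confidence after two filtering rounds, in either direction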;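 further: slope of fluorescence scaled to starting intensity during 10 to 20 s after thallium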
Numbers without * were called inactive; / = no result given; [ ] = remark or other dose.

SMILES	PERK inhibitor	FXIa inh	FXIIa inh 1536	KLK5 inh	p97 inhibitor	thrombin 1536	Wee1 degr inh	Furin inhibitor	KCC2 mod
Cc1cc[n+](-c2[nH]c(=O)sc2/C=N/NC(=O)c2ccccc2[O-])cc1C	0.2	-9	-2	-4	-4	21	4	-2	-0.14
CS(=O)(=O)N1CCN(C(=O)c2c(F)cccc2F)CC1	0.3	6	17	7	-3	0	0	-16[20 µM]	/
COc1ccc(CN2C(=O)NC(C)(c3ccc(C)cc3)C2=O)cc1F (stereo not drawn)	0.9	-3	3	-2	1	-13	0	-14	0.066
C=C(C)C(=O)Nc1cccc(C2=NOC3(C2)C[C@@H](C(N)=O)N(C(=O)/C=C/C=C/C)C3)c1 (stereo partly drawn)	/	-9	1	-5	/	-8	/	-24	-0.28
CCOC(=O)C(=CNc1cccc(N)n1)C(=O)OCC	-0.4	5	7	-17	-4	5	-4	6[20 µM]	-0.12
CCc1cc(=O)oc2cc(OS(C)(=O)=O)ccc12	0.0	/	/	/	-3	/	0	-16[20 µM]	/
O=C(NCC1CCCCC1)C1CCCN(C(=O)NC2CCCCC2)C1 (stereo not drawn)	-0.3	2	6	-9	-1	1	0	6	1
COc1ccc(-n2ncc3c(NCC4CCCO4)ncnc32)cc1 (stereo not drawn)	0.5	-1	13	-26	6	-1	2	-5[20 µM]	0.2
Cn1c2ccccc2c2c(C(=O)N3CCN(c4ccc(F)cc4)CC3)cn(C3CCCC3)c(=O)c21	-2.2	0	8	-13	-1	2	3	-13[20 µM]	-0.2
CN1CCC(NC(=S)NC2CC2)CC1	0.0	-2	7	-3	-1	2	0	-19	0.43
CCCC(=O)Nc1nnc(SCC(=O)Nc2ccc3c(c2)OCCO3)s1	0.5	-1	3	-10	2	2	-4	-15	-1.1
COc1ccc(N2CCN(C(=O)c3ccc(NS(=O)(=O)c4cccc(F)c4)cc3)CC2)cc1	-0.7	-1	5	-13	7	-7	0	-18[20 µM]	-0.5
COc1ccc(Cc2nc3ccccc3n2CC(=O)N/N=C/c2ccc(C)cc2O)cc1OC	0.3	9	10	-27	-4	-2	8	-23	-0.099
Cc1ccc(N(C(=O)Nc2ccccc2)C2=NCCC2)cc1	-0.5	3	4	2	2	0	-1	-9	0.2
CC(=O)Nc1ccc(-n2cnnn2)cc1	0.6	2	12	0	-1	4	-1	-20[20 µM]	0.3
CCOc1cc(C=O)ccc1OCCCN1C(=O)NC(C)(C)C1=O	-0.1	9	31	-12	4	1	1	-16[20 µM]	/
Cc1ccc(S(=O)(=O)NC(=O)NCCCCNC(=O)NS(=O)(=O)c2ccc(C)cc2)cc1	1.7	-2	-14	-7	-3	-3	3	-16[20 µM]	0.5
O=C(NCCOc1ccccc1Cl)C(=O)c1c[nH]c2ccccc12	0.2	-1	-4	-7	-1	-12	-3	-23	0.6
COc1ccccc1-c1nnc(SC(C(=O)c2c[nH]c3ccccc23)c2ccccc2)n1C (stereo not drawn)	-0.2	-7	-1	-11	5	-14	0	-12	-2
CCOc1ccc(/C=C/C(=O)c2ccccc2)cc1OC	0.1	-3	4	-13	1	-6	3	-9	-0.82
Cc1cc(C)n2cc(CSc3nc4ccccc4s3)nc2n1	-0.9	4	5	10	-1	25	3	-14	-1.2
Cc1csc(=Nc2ccccc2)n1CCO	1.0	2	-1	-9	-2	-3	2	-12	0.0015
CCN(CC)CCNC(=O)c1c(C)n(-c2ccccc2)c2cc(Br)c(OC)cc12	-0.8	6	12	-25	5	2	2	-13[20 µM]	0.68
Cc1ccc(-n2c(=O)[nH]c3c(C(N)=O)nc(CC(C)C)nc32)cc1	-1.3	1	13	2	-3	4	2	-13[20 µM]	0.42
Cc1cc(NC(=O)CSc2nc(C(C)C)nc3sc4c(c23)CCC(C)C4)no1 (stereo not drawn)	1.6	10	17	-6	5	3	-1	-9[20 µM]	0.78
Cc1cc(NC(=O)Cn2nnc3sc4c(c3c2=O)CCC(C(C)(C)C)C4)no1 (stereo not drawn)	0.0	-1	4	6	3	-2	-2	-22	/
CCOc1ccc(NC2c3ccccc3C(=O)N2Cc2ccc3c(c2)OCO3)cc1 (stereo not drawn)	-0.3	-5	5	-9	2	-6	-1	-20	/
CCc1nc(C)cn1S(=O)(=O)c1cc([N+](=O)[O-])ccc1Cl	1.1	-6	2	-3	0	-9	-3	-15	0.72
O=C(CCCC(=O)NC1CCCC1)NC1CCCC1	0.5	5	9	-7	5	-6	1	-2	-0.76
COc1ccc(/C=c2/sc3nc(-c4ccccc4)c(-c4ccccc4)n3c2=O)cc1	1.9	7	14	2	5	0	1	1	1.1
OCCC1CN(Cc2cccnc2)CCN1CCc1ccccc1 (stereo not drawn)	0.6	1	7	/	1	0	-2	-35	0.59
COC(=O)c1[nH]c2ccc(C)cc2c1NC(=O)NC1CCCCC1	-1.7	0	10	-35	2	1	3	-30[20 µM]	/
CSc1ccc(/C=N/Nc2ccc(Cl)c(C(=O)O)c2)cc1	1.3	-1	10	3	5	-4	1	-16	-0.58
Cc1ccc(Nc2nnc(SCC(=O)Nc3ncc(S(=O)(=O)c4ccc([N+](=O)[O-])cc4)s3)s2)cc1	0.1	-6	5	-21	-1	0	1	-1	0.15
CCC(C)C(=O)Nc1c2c(nc3c1CCC3)CCCC2 (stereo not drawn)	0.5	-1	11	0	-2	4	-1	-20[20 µM]	/
COc1ccc(NC(=O)CN2C(=O)CSC(C)C2=O)cc1 (stereo not drawn)	0.3	-5	7	-5	2	-3	2	-20	0.084
CCOC(=O)c1sc(NC(=O)CCN2C(=O)c3ccccc3C2=O)c(C(=O)OCC)c1C	0.5	5	5	-7	1	-2	0	-10	-0.046
Cc1cccc(/N=C/c2c(O)ccc3oc4c(c23)CCCC4)n1	2.0	6	14	-13	3	1	-1	-29	0.61
Cn1c(-c2cccs2)[n+](C)c2ccccc21	0.1	-4	3	-1	-6	-15	1	-16	-0.44
CCCSc1nnc(CSc2nc(C)cc(C)n2)n1C	0.3	-1	7	12	7	0	0	-10	/
Cc1ccc(S(=O)(=O)c2ccc(Cl)cc2)cc1S(=O)(=O)N1CCN(C)CC1	-1.5	7	4	-18	0	-3	-1	-18[20 µM]	/
COc1ccc(NC(=O)CSc2nc3c([nH]c4ccccc43)c(=O)n2C)cc1	0.1	-2	6	-6	2	-3	-1	-22	1.2
CCOC(=O)CC1C(=O)NCCN1Cc1cccs1 (stereo not drawn)	0.9	-3	-4	-17	2	4	-1	-33	-0.026
COc1ccc(S(=O)(=O)n2ccc(C)n2)cc1C	-1.0	-6	-9	-18	-3	-8	-1	-23[20 µM]	/
Cc1cccc(C)c1NC(=O)c1c(C)nn(-c2ccccc2)c1Cl	-0.4	-7	6	-6	1	-3	0	-17[20 µM]	0.0009
Fc1ccc(OCCOCCOc2cccc3[nH]ccc23)cc1	1.5	4	8	-1	2	-5	0	-10	-3.6
COC(=O)C1=C(C(=O)OC)SC(=C2C(=S)C(C)(C)N(C(=O)C3CC3)c3ccccc32)S1	0.1	-1	13	-3	1	2	-1	-8[20 µM]	-1.4
CCOC(=O)C(/C=C(\C#N)C(=O)OCC)=C(/N)N1CCN(c2c(C)cccc2C)CC1	0.6	-11	23	-7	1	-4	2	-5[20 µM]	0.33
Cc1ccc(/C=C(\C#N)C(=O)NCC2CCCO2)o1 (stereo not drawn)	0.7	3	13	-9	4	-11	-4	20	1.8
COc1ccc2nc(NC(=O)C(NS(=O)(=O)c3cccs3)C(C)C)sc2c1 (stereo not drawn)	-0.8	-6	9	4	-1	-3	-2	-2[20 µM]	/
O=C(/C=C\c1ccccc1)Nc1nccs1	0.4	15	25	-5	1	-3	8	-4[20 µM]	1.3
CCOCC(=O)Nc1cccc(SC)c1	1.5	-2	/	-3	6	-5	2	-25	0.98
NCCCCCc1nnc(SC/C=C/c2ccccc2)o1	0.6	-12	-9	-31	2	2	2	-23[20 µM]	-0.35
O=C(O)C1C2CCC(O2)C1C(=O)Nc1cccc(F)c1 (stereo not drawn)	0.5	-3	-2	-21	4	-3	2	-17[20 µM]	0.4
CCC(Sc1n[nH]c(=O)[nH]c1=O)C(=O)OCc1ccccc1 (stereo not drawn)	0.5	0	14	7	-9	1	1	-5[20 µM]	-1.3
CCOC(=O)/C(C#N)=C/Nc1ccccc1NS(=O)(=O)c1ccc(C)c(C)c1	0.9	-6	4	-5	5	3	2	-7	0.16
O=[N+]([O-])c1ccc(N2CCOCC2)cc1NC(c1ccccc1)c1ccccc1	0.2	7	4	-1	0	2	1	6	-0.1
Cc1ccc(C)c(NC(=O)C(OC(=O)c2ccc(C)s2)c2ccccc2)c1 (stereo not drawn)	-0.2	-10	-3	8	-3	-1	-1	-16	0.68
Cc1ccc[n+](CC(=O)Nc2ccc([N+](=O)[O-])cc2Cl)c1	0.2	22	32	-1	2	7	-2	-13[20 µM]	0.73
O=C(Nc1nc(-c2ccccc2)cs1)c1ccc(=O)[nH]c1	0.8	-3	10	3	-4	9	-3	-24	-0.97

Next part.
SMILES	PERK inhibitor	FXIa inh	FXIIa inh 1536	KLK5 inh	p97 inhibitor	thrombin 1536	Wee1 degr inh	Furin inhibitor	KCC2 mod
CCOc1ccc(Br)cc1S(=O)(=O)Nc1ccc(NC(=O)c2ccccc2F)cc1	-0.7	0	10	-14	1	-7	-2	-14	-0.39
CCCn1c(=O)n(C)c(=O)c2c(SCC(=O)NCc3ccco3)nc(C3CC3)nc21	-0.6	-7	12	-9	-2	4	4	-12[20 µM]	0.13
CC(C)(C)C(=O)Nc1sc2c(c1C#N)CCC2	-0.3	-3	4	-2	4	-3	-1	-23	-0.11
CCCc1[nH][nH]c(=O)c1C(c1ccc(Cl)cc1)C(C#N)C#N (stereo not drawn)	0.6	3	5	-10	-1	-3	-2	-22[20 µM]	-0.22
COc1ccc(C2(O)CCN(Cc3nnnn3Cc3ccc(F)cc3)CC2)cc1	-0.3	-3	12	-13	1	-6	0	-20	0.18
CCOC(=O)c1c(COC(=O)c2ccco2)nc2ccccc2[n+]1[O-]	-0.3	-13	-2	-14	-1	2	0	-13[20 µM]	0.041
Cc1cc(C)c(C#N)c(SCC(=O)NN2CC(=O)N(c3ccccc3F)CC2=O)n1	-0.6	5	14	-17	4	-8	-1	-23	0.41
O=C(CNC(=O)c1ccc(Cl)cc1Cl)OCC(=O)c1ccc2c(c1)OCCO2	0.8	-15	-4	-13	4	-8	-2	-11[20 µM]	-0.69
Cc1ccc(C2CC2c2n[nH]c(=S)n2-c2ccc(C)cc2)cc1 (stereo not drawn)	-0.9	-12	5	-28	-5	-1	4	6[20 µM]	21*

Bioassay records as filed in PubChem.

Compounds as they come; any-hit rate near 4.4%.
